EP2 modulator – modulates human prostaglandin E2 receptor EP2 signaling. AID 940. P43116. hit rate 0.83% among 260,000. EP2-expressing cells, cAMP HTRF FRET, PGE2 co-stimulation. induction, % at 25 µM;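 active = compounds whose cAMP rise, as percent of the full-agonist control response, exceeds 60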;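 note: rat C6 glioma line stably carrying human EP2 under a CMV promoter; the protocol text gives 20 µM as final concentration; 100% = response of wells given 1 µM PGE2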
Target sequence (P43116 whole entry, looked up): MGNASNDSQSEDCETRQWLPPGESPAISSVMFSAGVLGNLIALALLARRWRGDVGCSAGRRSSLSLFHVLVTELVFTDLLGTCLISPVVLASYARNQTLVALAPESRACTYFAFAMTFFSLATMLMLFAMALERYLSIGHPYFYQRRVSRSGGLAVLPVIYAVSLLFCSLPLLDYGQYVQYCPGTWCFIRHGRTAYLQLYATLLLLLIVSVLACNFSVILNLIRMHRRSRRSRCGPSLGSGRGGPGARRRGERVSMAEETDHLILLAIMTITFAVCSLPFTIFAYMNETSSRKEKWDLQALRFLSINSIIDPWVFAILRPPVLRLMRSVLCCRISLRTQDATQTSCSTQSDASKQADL
Numbers without * were called inactive.

nr	EP2 modulator	structure
1	-23	CCOc1ccc(NC(=O)N2CCc3nc(N4CCOCC4)[nH]c(=O)c3C2)cc1
2	-38	O=c1c2c3c(sc2ncn1-c1ccccc1)CCCCC3
3	-61	Cc1cc(C)nc(N2CCN(CC(O)c3ccc4c(c3)CC(C)O4)CC2)n1 (stereo unspecified)
4	95*	Cc1cccc2cc(C(c3nnnn3Cc3ccccc3)N3CCc4ccccc43)c(=O)[nH]c12 (stereo unspecified)
5	-3	Cc1nc2c(c(=O)[nH]1)CCN(C(=O)CCn1ncc3ccccc31)C2
6	-55	COc1ccc(-c2nnn(CC(=O)N3c4ccccc4CCc4ccccc43)n2)cc1
7	-3	Cc1nc(N2CCOCC2)c2nnn(Cc3ccccc3Cl)c2n1
8	15	Cn1c2ccc(Br)cc2c2nnc(SCC(=O)O)nc21
9	-46	CN1[C@@H](C(=O)Nc2cccc(O)c2)C[C@@H](c2ccc(F)cc2)NS1(=O)=O
10	-41	Cc1nn(C)cc1S(=O)(=O)NCCC1(Cc2ccccc2)CCOC(C)(C)C1 (stereo unspecified)
11	-32	CCC(C)(C)n1nnnc1CN(Cc1ccc(OC)cc1)Cc1cc2c(C)ccc(C)c2[nH]c1=O
12	-65	COc1cccc(C(NC(=O)c2nccc3ccccc23)c2nccn2C)c1OC (stereo unspecified)
13	20	CCCC(c1nnnn1Cc1ccc(F)cc1)N(Cc1cc2cccc(C)c2[nH]c1=O)C1CCCC1 (stereo unspecified)
14	-20	COCCOc1cccc(CN2CCC(O)(c3ccc(F)cc3)CC2)c1
15	-43	O=C1[C@@H]2CCCN2C(=O)c2ccccc2N1Cc1ccccc1F
16	5	COc1cccc(NC(=O)c2cc3cc(OC)ccc3oc2=O)c1
17	-13	Cc1nc2c(c(=O)[nH]1)CCN(C(=O)Cn1cnc3ccccc3c1=O)C2
18	-90	CCOC(=O)Cc1csc(NC(=O)c2ccc(Br)cc2)n1
19	-33	Cc1cc(NC(=O)c2cccs2)ccc1NC(=O)CSc1nnc(-c2cccs2)n1C
20	41	CC(=O)N[C@@H](CC(=O)O)C(=O)N[C@@H](CCC(=O)O)C(=O)O
21	-19	C=CCn1c(SC(C)C(=O)Nc2ccccc2C)nnc1-c1ccncc1 (stereo unspecified)
22	17	Cc1ccc2cc(CN(C(=S)NC(C)c3ccccc3)C3CCCC3)c(=O)[nH]c2c1 (stereo unspecified)
23	-94	CS(=O)(=O)N1CCc2cc(C(=O)Nc3ccc4ccccc4c3)ccc21
24	4	COc1cccc(CN2C[C@@H]3CCCN3C[C@@H]2Cc2ccccc2)c1O
25	22	O=C(O)c1cc(Cl)cc(Cc2cc(Cl)cc(C(=O)O)c2O)c1O

Two records picked at random from the list so far:
nr	EP2 modulator	structure
9	-46	CN1[C@@H](C(=O)Nc2cccc(O)c2)C[C@@H](c2ccc(F)cc2)NS1(=O)=O
14	-20	COCCOc1cccc(CN2CCC(O)(c3ccc(F)cc3)CC2)c1

Other records
nr	EP2 modulator	structure
26	-52	O=S(=O)(NC1CCCc2ccccc21)c1ccc(S(=O)(=O)N2CCCCC2)cc1 (stereo unspecified)
27	-9	CCOC(=O)CC(=O)NNC(=O)c1c(O)c2ccccc2n(C)c1=O
28	-60	COCCNC(=O)Cn1cc(/C=C2\C(=O)NC(=S)N(c3ccccc3)C2=O)c2ccccc21
29	6	CCn1c(COc2ccccc2OC)n[nH]c1=S
30	-1	CC(C)c1nc2ccccc2c2nn(CC(=O)NCCCN3CCCC3=O)c(=O)n12
31	-8	C=CCn1c(N2CCCC(C)C2)nc2c1c(=O)n(C)c(=O)n2C (stereo unspecified)
32	-84	N=C1C(c2nc3ccccc3s2)=C(O)CN1c1cccc(Cl)c1
33	-98	NC(=O)c1c(NC(=O)c2ccc3ccccc3c2)sc2c1CCC2
34	-43	O=C(CN1C(=O)c2cccc3cccc1c23)Nc1ccccc1F
35	-32	O=C(CC12CC3CC(CC(C3)C1)C2)N1CCC(O)(c2ccccn2)CC1
36	-1	O=S(=O)(c1cc(Cl)ccc1Cl)N1CCOCC1
37	-51	COc1cc(-c2nc3cnccn3c2NCCc2ccccc2)ccc1O
38	-110	CC1CCN(C(=O)CCSc2nc(-c3ccc4c(c3)OCO4)cc(C(F)(F)F)n2)C(C)C1 (stereo unspecified)
39	-4	Cc1ccn(CCCNC(=O)c2cn(C(C)c3ccc(F)cc3)nn2)n1 (stereo unspecified)
40	-15	Cc1cc2c(cc3c(=O)n(CC(=O)N4CCCCCC4)nc(C)n32)o1
41	-33	COc1ccc(CN2CCc3c(nc(N4CCCCC4C)[nH]c3=O)C2)cc1OC (stereo unspecified)
42	-1	Cc1cc2cc(CN(Cc3ccccc3)C(=O)c3ccco3)c3nnnn3c2cc1C
43	-20	COc1cccc(C2(NC(=O)c3cncnc3)CCCC2)c1
44	-42	COCCn1c(SCC(=O)c2ccc(F)cc2)nc2sc3c(c2c1=O)CCC3
45	-28	C/C(Cl)=C\Cn1c(NCCO)nc2c1c(=O)n(C)c(=O)n2C
46	-16	Cc1ccc(N(CC(=O)Nc2ccc3c(c2)OCCO3)S(C)(=O)=O)cc1Cl
47	-4	Cc1ccccc1NC(=O)Cn1cnc2sc(C(=O)OC(C)C)c(C)c2c1=O
48	-18	CCn1c(SCC(=O)Nc2cccc(C)c2C)nnc1-c1ccco1
49	-31	CCc1c(C)nc2ncnn2c1NCc1ccc(OC)cc1
50	-39	Cc1ccc2cc(CN(C(=O)c3cnccn3)C3CCCCC3)c(=O)[nH]c2c1

Values by screen from the entries so far.
Entries 29 to 38 in EP2 modulator, in turn: 6, -1, -8, -84, -98, -43, -32, -1, -51, -110

Additional entries follow:
nr	EP2 modulator	structure
51	-65	CN(C)S(=O)(=O)c1ccc(N2CCC(CNC(=O)c3ccccc3F)CC2)cc1
52	-18	CC(=O)CSc1nc2c(c(=O)[nH]c(=O)n2C)n1CC(O)COc1ccccc1C (stereo unspecified)
53	-15	COc1ccc(Cn2nnnc2CN(Cc2ccco2)Cc2cc3c(C)cc(C)cc3[nH]c2=O)cc1
54	-29	CCn1c(Cc2ccccc2)nnc1SCC(=O)N1CCC(C)CC1
55	-20	Cc1ccc(CN(CCCn2ccnc2)Cc2cn[nH]c2-c2ccccc2)o1
56	-9	N#Cc1c(NC(=O)CSc2nnc(-c3ccc(Cl)cc3)o2)sc2c1CCCC2
57	-11	Cc1cc2c(o1)c1cnn(CC(=O)N(C)CCc3ccccn3)c(=O)c1n2C(C)C
58	-16	Cc1cc(C)cc(OCC(=O)Nc2sc3c(c2C(N)=O)CCC3)c1
59	14	CCC(CC)C(=O)N1CCC(c2nc3c(nnn3Cc3ccccc3Cl)c(=O)[nH]2)CC1
60	5	O=C(N1CCC(NC(=O)C23CC4CC(CC(C4)C2)C3)CC1)N1c2ccccc2Sc2ccccc21
61	-38	O=C(NCc1ccco1)C1CCN(C(=O)c2ccc(Cl)cc2Cl)CC1
62	2	COC(=O)C1=C(C)NC(=O)NC1c1cccc(OC)c1OCC#N (stereo unspecified)
63	-18	CCc1nc(NCCc2ccncc2)c2nnn(Cc3ccccc3F)c2n1
64	-12	CC(C)(C)NC(=O)C1N(c2ccccc2)C(=O)C2C(C(=O)NCc3cccs3)C3C=CC21O3 (stereo unspecified)
65	35	Cc1ccc(N(C(=O)c2csnn2)C(C(=O)NC(C)(C)C)c2ccc(C)o2)c(C)c1 (stereo unspecified)
66	-22	COCCOc1nc2c(c(=O)n(C)c(=O)n2C)n1C(C)c1ccccc1 (stereo unspecified)
67	50	C=C(C)CSc1nc2c(c(=O)n(C)c(=O)n2C)n1Cc1ccccc1
68	-19	COCCNC(=O)C1CC(c2ccc(Cl)cc2)=NO1 (stereo unspecified)
69	-46	COc1ccccc1C1(O)CCCN(CC(O)c2ccc(C)cc2)C1 (stereo unspecified)
70	-86	CC1CCN(S(=O)(=O)N2CCN(CC(O)c3ccc4c(c3)CC(C)O4)CC2)CC1 (stereo unspecified)
71	-38	Fc1ccc(CN(CCCN2CCOCC2)Cc2cccnc2)c(F)c1
72	4	COc1cc(C(=O)Nc2ccc(NC(=O)c3ccccc3)nc2)cc(OC)c1OC
73	2	Cc1ccc(OCc2nnc(SCC(=O)N(C(C)C)C(C)C)n2Cc2ccco2)cc1
74	-16	COc1cc(C)c(S(=O)(=O)N2CCC(C)CC2)cc1C
75	-7	CCn1c(SCC(=O)OC)nnc1-c1ccc(Cl)cc1

Sorted by length of the SMILES (smallest number first): five of the compounds above.
nr	EP2 modulator	structure
74	-16	COc1cc(C)c(S(=O)(=O)N2CCC(C)CC2)cc1C
69	-46	COc1ccccc1C1(O)CCCN(CC(O)c2ccc(C)cc2)C1 (stereo unspecified)
58	-16	Cc1cc(C)cc(OCC(=O)Nc2sc3c(c2C(N)=O)CCC3)c1
72	4	COc1cc(C(=O)Nc2ccc(NC(=O)c3ccccc3)nc2)cc(OC)c1OC
64	-12	CC(C)(C)NC(=O)C1N(c2ccccc2)C(=O)C2C(C(=O)NCc3cccs3)C3C=CC21O3 (stereo unspecified)

EP2 modulator, entries above that show a hit
nr	EP2 modulator	structure
4	95*	Cc1cccc2cc(C(c3nnnn3Cc3ccccc3)N3CCc4ccccc43)c(=O)[nH]c12 (stereo unspecified)

Next records:
nr	EP2 modulator	structure
76	13	CCC(CC)c1nnc(NC(=O)C(C)Oc2ccccc2)s1 (stereo unspecified)
77	-34	Cc1ccc(-c2nnc(N(C(=O)C3CC3)C3CCCC3)s2)cc1
78	5	C=CCN(C(=O)c1csnn1)C(C(=O)NC(C)(C)C)c1ccc(Cl)cc1 (stereo unspecified)
79	-46	O=C(NC1(c2ccc(F)cc2)CCCC1)c1ccc(S(=O)(=O)N2CCOCC2)cc1
80	-16	O=C(NC1CCCCC1)C(c1ccncc1)N(C(=O)Cc1cccs1)c1ccc(F)cc1 (stereo unspecified)
81	27	O=c1oc2cc(Br)ccc2n1Cc1ccccc1
82	25	CCc1ccc2[nH]c(=O)c(CN(CCc3cccc(C)c3)C(=O)Nc3ccc(OC)cc3)cc2c1
83	34	CCOC(=O)CSc1nc2ccccc2c(=O)n1-c1ccc(F)cc1
84	28	CCCOc1ccc(N2CC(C(=O)Nc3ccccc3OCC)CC2=O)cc1 (stereo unspecified)
85	20	CCOC(=O)C(C)n1cnc2scc(-c3ccccc3)c2c1=O (stereo unspecified)
86	-57	COc1ccc(N2CCN(CC(O)c3c[nH]c4cc(OC)ccc34)CC2)cc1 (stereo unspecified)
87	-53	Cc1cc2c(cc1C)C(O)CC1(CCN(CC(O)c3ccc(F)cc3)CC1)O2 (stereo unspecified)
88	-46	COc1cccc(C(=O)Nc2ccc3oc(=O)ccc3c2)c1
89	-33	N#Cc1ccccc1NC(=O)c1ccc2c(c1)OCO2
90	-14	CCN(CC)C(=O)Cn1nc(C)n2c(cc3sccc32)c1=O
91	5	COc1ccccc1CN(CCCn1ccnc1)Cc1ccnc2ccccc12
92	5	CSC1=C(C#N)C(c2ccccc2)CC(=O)N1 (stereo unspecified)
93	0	COCCNC(=O)c1cn(C[C@H]2CCCN(C(=O)c3cccs3)C2)nn1
94	-10	CCN(CC)C(=O)Cn1nc(C)n2c(cc3sc(C)cc32)c1=O
95	-51	COc1ccc(Cn2nc(-c3ccncc3)oc2=O)cc1
96	1	Cc1cc(-c2cncnc2C2CCCN(CC(=O)Nc3ccc4c(c3)OCO4)C2)on1 (stereo unspecified)
97	108*	Cc1cccc2cc(C(c3nnnn3C3CCCCC3)N3CCc4ccccc43)c(=O)[nH]c12 (stereo unspecified)
98	-33	COc1ccc(-n2cnnn2)c(N)c1
99	-29	COc1cccc(C(NC(=O)c2ccco2)c2nccn2C)c1OC (stereo unspecified)
100	-67	Cc1nn(CCC(=O)Nc2ccc3[nH]c4c(c3c2)CCCC4)c(C)c1C
101	23	CCCc1nnc(NC(=O)COCC)s1
102	-59	CC(C)n1c(CN2CCC(O)(c3ccc(F)cc3)CC2)nc2ccccc21
103	-32	Cc1ccc(N(CC(=O)NC(C)(C)C)C(=O)CCC(=O)Nc2nccs2)cc1C
104	-2	CC1CN(c2nc3c(c(=O)[nH]2)CCN(Cc2ccc(C(C)C)cc2)C3)CC(C)O1 (stereo unspecified)
105	-134	CSc1ccccc1NC(=O)C1CCN(S(=O)(=O)c2ccc(Cl)cc2)CC1
106	39	CCc1cc2ccccc2nc1SCC(=O)Nc1nc(C)cs1
107	1	NC(=O)CSc1nnc(-c2ccccc2)n1N
108	-108	O=C(Nc1cccc(Cl)c1)NC1CC2CCCC(C1)N2Cc1ccco1 (stereo unspecified)
109	4	O=C(Cn1cc(C(=O)c2ccco2)c2ccccc21)Nc1ccc(F)cc1
110	-34	Cc1ncc(-c2ccncc2)c(C2CCCN(C(=O)C(C)C)C2)n1 (stereo unspecified)
111	-26	C#CCOc1ccc(C2C(C#N)=C(N)OC3=C2C(=O)CC(C)(C)C3)cc1 (stereo unspecified)
112	-20	O=C(NCc1cccs1)C1CC(c2ccccc2Cl)=NO1 (stereo unspecified)
113	-22	CCc1nn(CC(=O)NCCOC)c(=O)c2cc3sc(C)cc3n12
114	-32	CCn1c(SCC(=O)Nc2ccc(C)cc2C)nnc1C(C)C
115	-11	COc1ccc(-c2nnc(SCC(=O)N3C(C)CCCC3C)n2C)cc1 (stereo unspecified)
116	-73	Cc1ccc(C)c2[nH]c(=O)c(CN(CCO)C(=S)NCc3ccco3)cc12
117	-42	Cc1nc2c(c(=O)[nH]1)CN(Cc1ccc3c4ccccc4n(C)c3c1)CC2
118	20	COCCn1c(N2CCCC(C)C2)nc2c1c(=O)n(C)c(=O)n2C (stereo unspecified)
119	6	CCC(c1nnnn1CC1CCCO1)N(Cc1ccco1)Cc1cc2cccc(C)c2[nH]c1=O (stereo unspecified)
120	5	CCN(CC)CCCNCC(=O)Nc1ncc(C)s1
121	12	Cc1nc2ccccc2c(=O)n1-c1nc2ccccc2n1C
122	-44	Nc1nc(CSc2nnc(-c3ccncc3)o2)nc(Nc2ccccc2)n1
123	-6	O=C(CSc1nnc2n(Cc3ccccc3F)c3ccccc3n12)Nc1c[nH]c(=O)[nH]c1=O
124	-30	S=C(Nc1ccc(Cl)cc1)N(CCc1nc2ccccc2[nH]1)C1CCCC1

Assay outcomes: PubChem BioAssay, Emory University Molecular Libraries Screening Center

These rows are one share of the data. The share of hits here may be higher or lower than overall.
